# Assay outcomes as filed in PubChem BioAssay.
# HCMV antiviral: qHTS Assay for inhibitors of the human cytomegalovirus (HCMV) | HFF cells, HCMV-luciferase reporter, 72 h; active compounds read low | activity change, negative = inhibition, % at 57.5 µM | 410,000 tested, 4.5% active | AID 1259415, 2018; in the data active = activity change below about -60%; inconclusive = no clear call, values can overlap the other calls; inactive = above about -39%
#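 Inhibition of viral replication was scored as loss of reporter luminescence in HFFs infected with HCMV-luciferase (MOI 1 PFU/cell) for 72 h; compounds tested at 2 doses, normalized to buffer and Salinomycin controls.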
# Sm TGR block: qHTS Assay for the Inhibitors of Schistosoma Mansoni Peroxiredoxins | 360,000 tested, 3% active | purified TGR, DTNB reduction, TNB absorbance 405 nm | Potency, µM (top dose mostly 114 µM), for inactives: top-dose activity change, negative = inhibition, most hits filed as inhibitors | Schistosoma mansoni thioredoxin glutathione reductase (TGR), Q962Y6; note: potency is the fitted concentration of half-maximal effect; nearly all actives have a fitted effect of over 60% in size
#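 Kinetic colorimetric format: TGR-catalysed, NADPH-driven DTNB reduction monitored via TNB absorbance. Enzyme dispensed at 20 nM; compound exposure 15 min at room temperature before reaction start.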
# FBPA Giardia inh: qHTS Assay for Inhibitors of Fructose-1,6-bisphosphate Aldolase from Giardia Lamblia; purified Giardia FBPA; Potency, µM (series often up to 59.6 µM), for inactives: at the top dose activity, negative = inhibition, actives largely listed as inhibitors; 290,000 tested, 0.71% active; AID 2451, 2010; note: potency is the fitted concentration of half-maximal effect; nearly all actives have a fitted effect of over 55% in size
# Target sequence (A8B2U2 whole entry, looked up): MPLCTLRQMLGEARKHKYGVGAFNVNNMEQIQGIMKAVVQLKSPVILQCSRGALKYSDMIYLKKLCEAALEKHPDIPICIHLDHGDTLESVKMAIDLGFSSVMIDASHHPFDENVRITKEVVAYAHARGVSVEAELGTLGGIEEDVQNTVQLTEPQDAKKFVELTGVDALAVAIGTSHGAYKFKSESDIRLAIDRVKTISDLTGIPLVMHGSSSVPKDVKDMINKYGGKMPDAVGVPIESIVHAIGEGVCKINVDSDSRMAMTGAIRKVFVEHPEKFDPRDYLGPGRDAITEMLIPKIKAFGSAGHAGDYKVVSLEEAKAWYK
#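 Giardia FBPA (40 nM reagent) was preincubated 10 min at RT with compound (up to 57.5 uM final), then substrate plus GAPDH/TPI/NAD/arsenate coupling system with diaphorase/resazurin was added; resorufin fluorescence (525/598 nm) was read after 20 min.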
# HCV inh: qHTS Assay for Inhibitors of Hepatitis C Virus (HCV); Huh7.5.1 HCVcc-Cre infection, luciferase reporter, 44 h; Potency, µM (titrated, usually from 41.8 µM), inactives show at the top dose activity change, negative = inhibition, usual class: inhibitors; 340,000 tested, 3.4% active; AID 651820, 2012; note: potency is the fitted concentration of half-maximal effect
#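 Seed cells (1,000/well) for 4 h; treat with compound and infect with HCVcc-Cre, moi about 0.5. Incubate 44 h, then detect luciferase activity.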
# AmpC detergent: qHTS Inhibitors of AmpC Beta-Lactamase (assay with detergent). P00811. AmpC hydrolysis of nitrocefin, absorbance 480 nm, 0.01% Triton. Potency, µM (titrated, usually from 114 µM), for inactives: top-dose activity change, negative = inhibition, most hits filed as inhibitors. 370,000 tested, 0.041% active;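 note: potency is the fitted concentration of half-maximal effect; 0% = no-compound wells and -100% = no-enzyme wells; nearly all actives have a fitted effect of over 25% in size; some results filed as inactive show a strong effect at the top dose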
# Target sequence (P00811 whole entry, looked up): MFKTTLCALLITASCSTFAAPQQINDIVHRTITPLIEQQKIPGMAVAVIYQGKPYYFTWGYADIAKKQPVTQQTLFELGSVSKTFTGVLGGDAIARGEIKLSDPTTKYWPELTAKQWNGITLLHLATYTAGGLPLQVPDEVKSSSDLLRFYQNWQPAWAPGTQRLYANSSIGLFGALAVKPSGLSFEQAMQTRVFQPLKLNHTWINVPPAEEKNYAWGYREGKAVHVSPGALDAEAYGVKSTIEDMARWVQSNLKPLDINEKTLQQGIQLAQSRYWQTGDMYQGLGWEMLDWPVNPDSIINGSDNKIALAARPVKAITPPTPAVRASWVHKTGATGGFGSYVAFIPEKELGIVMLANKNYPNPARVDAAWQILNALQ
#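 20 mM phosphate pH 7.0 + 0.01% (detergent screen) or 0.0001% Triton X-100; 5.3 nM AmpC reagent; cpd preinc 15 min RT; nitrocefin (800 uM stock) to start; A480 q20 s × 4 min; Activity was normalised to no-enzyme and no-compound control wells.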
# AmpC no deterg: qHTS Inhibitors of AmpC Beta-Lactamase (assay without detergent); P00811; AmpC nitrocefin hydrolysis, absorbance 480 nm, 0.0001% Triton; Potency, µM (top dose mostly 57.1 µM), for inactives: top-dose activity change, negative = inhibition, usual class: inhibitors; 330,000 tested, 0.52% active;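 note: potency is the fitted concentration of half-maximal effect; plate controls were no compound for no effect and no enzyme for full effect; nearly all actives have a fitted effect of over 20% in size; some results filed as inactive show a strong effect at the top dose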
#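 20 mM phosphate pH 7.0 + 0.01% (detergent screen) or 0.0001% Triton X-100; 5.3 nM AmpC reagent; cpd preinc 15 min RT; nitrocefin (800 uM stock) to start; A480 q20 s × 4 min; Activity was normalised to no-enzyme and no-compound control wells.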
# Starred values were filed as active, the others as inactive; ? = inconclusive; nt = not tested or not shown; [ ] = another dose, or the depositor's remark. Unless noted, calls come from the whole dose curve; as a rule, active = well fitted curve in the direction sought with a large enough effect; inconclusive = small, poorly fitted or top-dose-only effect, or another doubt; inactive = no such curve, though single readings can be large; an effect the other way counts as inactive or inconclusive. Unless noted, % is set by controls: 0 for no effect and ±100 for the full control effect.
no. | structure | HCMV antiviral | Sm TGR block | FBPA Giardia inh
1 | COc1ccc(/C=C2\Oc3cc(OCC(=O)N4CCC[C@H]4CO)ccc3C2=O)c(OC)c1 | nt | 4% | -2%
2 | CCc1nnc(NC(=O)COc2ccccc2[N+](=O)[O-])s1 | -18 | 19% | -5%
3 | Cc1onc(-c2ccccc2)c1C(=O)N1CCN(S(=O)(=O)c2ccccc2C(F)(F)F)CC1 | -35 | 6% | 10%
4 | Cn1cc(/C=N\NC(=O)C2COc3ccccc3O2)c2ccccc21 (stereo not drawn) | 84 | 9% | 1%
5 | CCC(CC)NC(=O)CCCSc1nc2ccccc2[nH]1 | ? | 13% | 1%
6 | Cc1ccc(-n2nc(C(=O)Nc3ccc(Cl)cn3)c3c4ccccc4n(C)c3c2=O)cc1 | -24 | 1% | nt
7 | Cc1ccc(NC(=O)c2oc3ccc(S(=O)(=O)N(C)C4CCCCC4)cc3c2C)c(C)c1 | ? | 2% | nt
8 | CC(=O)c1ccc(NC(=O)C2CC(=O)Nc3nc4ccccc4n32)cc1 (stereo not drawn) | 26 | 8% | 4%

no. | HCV inh | AmpC detergent | AmpC no deterg
1 | -24% | -18% | 159%[activator]
2 | -11% | 5% | -8%
3 | 7% | 0% | -16%
4 | -3% | 0% | -12%
5 | -9% | -3% | -22%
6 | nt | -5% | nt
7 | nt | 11% | nt
8 | 4% | -13% | -22%

# (next part)
no. | structure | HCMV antiviral | Sm TGR block | FBPA Giardia inh
9 | O=C(C[C@@H]1C/C=C/CCCC(=O)O[C@H](c2ccccc2)CNC1=O)NCCO | -7 | nt | nt
10 | COc1ccc(CNC(=O)CCNC(=O)c2ccco2)cc1OC | -1 | -3% | nt
11 | Cc1cccc(-n2c(N)cc(=O)nc2SCC(=O)Nc2ccc(F)cc2)c1C | 2 | 8% | nt
12 | O=C(O)CCC(=O)N1N=C(c2ccc(Br)cc2)CC1c1ccc(Br)cc1 (stereo not drawn) | -33 | ? | 21%
13 | C/C(=N\N=C(N)N)c1ccc(Cl)cc1 | -9 | -4% | -1%
14 | O=C(CN(Cc1cccs1)C(=O)CSc1nnc(COc2ccccc2)o1)NC1CCCCC1 | 3 | -17% | 3%
15 | O=C(C1CCC1)N1CCN(c2ccccc2)CC1 | -32 | -31% | -3%
16 | COc1ccc(CC(=O)OCC(=O)Nc2c(C)n(C)n(-c3ccccc3)c2=O)cc1 | ? | -3% | 0%

no. | HCV inh | AmpC detergent | AmpC no deterg
9 | 9% | nt | -12%
10 | -12% | -13% | -5%
11 | nt | 0% | nt
12 | -1% | 2% | -9%
13 | ? | -4% | -58%
14 | -10% | -10% | -7%
15 | 10% | 5% | 0%
16 | 14% | ? | 1%

# One compound at a time, as listed above. Screens in order: HCMV antiviral, Sm TGR block, FBPA Giardia inh, HCV inh, AmpC detergent, AmpC no deterg
# COc1ccc(CC(=O)OCC(=O)Nc2c(C)n(C)n(-c3ccccc3)c2=O)cc1 is listed with ?, -3%, 0%, 14%, ?, 1%
# O=C(O)CCC(=O)N1N=C(c2ccc(Br)cc2)CC1c1ccc(Br)cc1 (stereo not drawn) is listed with -33, ?, 21%, -1%, 2%, -9%

# (next part)
no. | structure | HCMV antiviral | Sm TGR block | FBPA Giardia inh
17 | FC(F)(F)c1cccc(-c2nc3nc(Cl)c(Cl)nc3[nH]2)c1 | nt | 4% | ?
18 | COc1cccc(NC(=O)NCCN2CCCCC2)c1 | 37 | -21% | -2%
19 | COc1ccccc1/C=C(/C(=O)OCC(=O)N(C)Cc1ccccc1)c1ccccc1 | -28 | -9% | -1%
20 | Cc1ccc(-c2nc(C)sc2CC(=O)O)cc1 | 22 | -20% | 11%
21 | CC1CC(C)(C)NC(=S)N1CC(=O)NCc1ccc(Cl)cc1 (stereo not drawn) | -34 | -16% | -2%
22 | CCOc1cc(S(=O)(=O)N2CCN(S(=O)(=O)CC)CC2)c(OCC)cc1-n1cnnn1 | 16 | -3% | 9%
23 | CCN(CC(=O)NCc1ccc(F)cc1)CC(O)COCc1cccc(OC)c1 (stereo not drawn) | -3 | 0% | -7%
24 | CCc1ccc(NC(=O)CN(c2ccccc2)S(=O)(=O)N(C)C)cc1 | -18 | nt | -7%

no. | HCV inh | AmpC detergent | AmpC no deterg
17 | 11µM* | -1% | -56%
18 | 6% | -14% | -19%
19 | ? | -12% | -6%
20 | 14% | 1% | 5%
21 | -3% | -10% | -9%
22 | -10% | -9% | 7%
23 | -7% | -11% | 62%[activator]
24 | 9% | -7% | -16%

# Ordered by count of non-hydrogen atoms (high to low): 4 of the compounds above.
no. | structure | HCMV antiviral | Sm TGR block | FBPA Giardia inh
23 | CCN(CC(=O)NCc1ccc(F)cc1)CC(O)COCc1cccc(OC)c1 (stereo not drawn) | -3 | 0% | -7%
24 | CCc1ccc(NC(=O)CN(c2ccccc2)S(=O)(=O)N(C)C)cc1 | -18 | nt | -7%
21 | CC1CC(C)(C)NC(=S)N1CC(=O)NCc1ccc(Cl)cc1 (stereo not drawn) | -34 | -16% | -2%
18 | COc1cccc(NC(=O)NCCN2CCCCC2)c1 | 37 | -21% | -2%

no. | HCV inh | AmpC detergent | AmpC no deterg
23 | -7% | -11% | 62%[activator]
24 | 9% | -7% | -16%
21 | -3% | -10% | -9%
18 | 6% | -14% | -19%

# Look-ups from above.
# AmpC no deterg, compound 21 = -9%
# AmpC detergent, compound 1 = -18%
# AmpC detergent, compound 10 = -13%
# FBPA Giardia inh, compound 18 = -2%
# HCV inh, compound 4 = -3%

# Other structures
no. | structure | HCMV antiviral | Sm TGR block | FBPA Giardia inh
25 | Cc1cc[n+]2c3c(cccc13)CCC2 | 63 | -25% | -13%
26 | CCN(CC)S(=O)(=O)c1ccc2c(c1)c(=O)c(C(=O)NCCOC)cn2C | 14 | -2% | -1%
27 | NS(=O)(=O)c1cccc(Nc2nc3ccccc3nc2NS(=O)(=O)c2ccc(Cl)cc2)c1 | 17 | nt | nt
28 | CCSc1nnc(NC(=O)C(CC)(C(F)(F)F)C(F)(F)F)s1 | ? | 5% | -5%
29 | O=C(CCCNS(=O)(=O)c1cccs1)N1CCc2ccccc2C1 | -18 | -13% | -25%
30 | COCC(=O)N(C)c1nnc(-c2cnccn2)s1 | -9 | -6% | 1%
31 | O=C(CC1C(=O)NCCN1Cc1ccoc1)NCCCn1ncc2ccccc21 (stereo not drawn) | 3 | 8% | ?
32 | CSc1ccc(C2c3[nH]c4ccccc4c3CCN2C(=O)CCc2ccccc2)cc1 (stereo not drawn) | -79* | 7% | nt
33 | COc1cc(NC(=O)c2cc3ccccc3o2)c(OC)cc1Br | 174 | -1% | 3%

no. | HCV inh | AmpC detergent | AmpC no deterg
25 | 10% | -3% | 1%
26 | 0% | ? | 19%
27 | 8% | nt | -47%
28 | -24% | 1% | -29%
29 | 8% | ? | -22%
30 | 20% | -1% | -10%
31 | 5% | -1% | -40%
32 | nt | 3% | nt
33 | -2% | 3% | -17%
